Bfl-1 Bim block: inhibitors of Bim binding to Bfl-1, primary screen, biochemical, multiplexed, bead-based flow cytometry; Bcl-2-related protein A1 (Homo sapiens), Q16548; Bim-Bfl-1 binding inhibition; inhibition, % at 10 µM; 0.12% of 190,000 active; AID 1008, 2008;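 note: 0% = wells without compound plus tracer and 100% = blocker peptide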
GSH bead fluor: compound fluorescence on glutathione beads, profiling panel, artefact control, biophysical, 488/530 nm, flow cytometry | GSH beads flow cytometry, compound fluorescence 488/530 nm; stronger effect = higher value | fluorescence (KMESF) at 10 µM | 0.25% of 190,000 active; in the data active = fluorescence above about 89;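 note: glutathione beads carrying GST-tagged Bcl family fusion proteins plus one bare bead set; values are compound well signal with DMSO vehicle wells as background; inactives centre near 16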
Bim-Bcl-B: inhibitors of Bim-Bcl-B binding, primary screen, biochemical, multiplexed, human Bcl-2 family. inhibition, % at 10 µM. Bcl-2-like protein 10 (Homo sapiens), Q9HD36. AID 951, 2007. bead-based flow cytometry, Bim peptide-Bcl-B binding. 0.073% of 190,000 active;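 note: 0% = tracer peptide without compound and 100% = reference inhibitor peptide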
RGS4-Gao reg: modulators of RGS4 binding to Galphao, primary screen, biochemical, multiplexed bead flow cytometry | 0.33% of 220,000 active | binding response (% of control), % at 10 µM | actives lie on both sides | Guanine nucleotide-binding protein G(o) subunit alpha (Homo sapiens), P09471; in the data active = binding response below about 49% or above about 150%; inactive = in between;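 note: fluorescent Galphao activated with aluminum fluoride binding bead-coupled RGS4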
ABCB1 block: ABCB1 efflux pump inhibitors, primary screen, cell-based, multiplex, flow cytometry, ABCG2 counter-screen | CCRF-Adr cells, JC-1 efflux | inhibition, % at 6.6 µM | ATP-dependent translocase ABCB1 (Homo sapiens), P08183 | 0.067% of 190,000 active; in the data active = inhibition above about 40%;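 note: 0% = vehicle and 100% = reference inhibitor; higher value means more JC-1 retained so stronger ABCB1 efflux block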
Bim-Bcl-XL: inhibitors of Bim-Bcl-XL binding, primary screen, biochemical, multiplexed, bead flow cytometry, human Bcl-XL; Bim peptide-Bcl-XL binding, fluorescence; AID 1007, 2008; Bcl-2-like protein 1 (Homo sapiens), Q07817; 0.04% of 190,000 active; inhibition, % at 10 µM
Bcl-2 Bim block: inhibitors of Bim-Bcl-2 binding, primary screen, biochemical, multiplexed, human Bcl-2 family; Apoptosis regulator Bcl-2 (Homo sapiens), P10415; inhibition, % at 10 µM; 0.06% of 190,000 active; Bead-based flow cytometry, Bim peptide-Bcl-2 binding; in the data active = inhibition above about 40%; inconclusive = no clear call, values can overlap the other calls;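 note: 0% = no compound wells with probe peptide and 100% = reference peptide inhibitor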
Target sequence (P10415 whole entry, looked up): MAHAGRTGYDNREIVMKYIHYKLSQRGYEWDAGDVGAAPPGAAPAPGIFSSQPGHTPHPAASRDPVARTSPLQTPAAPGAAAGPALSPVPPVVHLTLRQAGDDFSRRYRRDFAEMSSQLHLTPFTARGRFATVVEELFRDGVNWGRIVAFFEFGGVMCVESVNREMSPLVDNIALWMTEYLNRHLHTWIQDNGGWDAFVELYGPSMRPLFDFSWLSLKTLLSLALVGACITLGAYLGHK
RGS7-Gao reg: RGS7-Galphao binding modulators, primary screen, biochemical, multiplexed bead flow cytometry; Guanine nucleotide-binding protein G(o) subunit alpha (Homo sapiens), P09471; actives lie on both sides; binding response (% of control), % at 10 µM; 0.35% of 220,000 active; in the data active = binding response below about 49% or above about 150%; inconclusive = no clear call, values can overlap the other calls; inactive = in between;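 note: fluorescent Galphao held in activated GDP-AlF4 state binding bead-coupled RGS7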
Bim-Bcl-W: inhibitors of Bim binding to Bcl-W, primary screen, biochemical, multiplexed, bead-based flow cytometry; Bcl-2-like protein 2 (Homo sapiens), Q92843; inhibition, % at 10 µM; Bim peptide-Bcl-W binding; 0.02% of 190,000 active;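 note: 0% = bound tracer without compound and 100% = peptide blocker; higher means less fluorescent Bim peptide bound to Bcl-W beads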
Target sequence (Q92843 whole entry, looked up): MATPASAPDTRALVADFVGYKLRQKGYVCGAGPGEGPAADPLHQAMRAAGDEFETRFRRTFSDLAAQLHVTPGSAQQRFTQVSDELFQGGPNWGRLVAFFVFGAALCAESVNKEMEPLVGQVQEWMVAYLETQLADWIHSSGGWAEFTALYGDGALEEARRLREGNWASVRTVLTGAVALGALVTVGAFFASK
RGS8-Gao reg: RGS8-Galphao binding modulators, primary screen, biochemical, multiplexed bead flow cytometry. response (percent of control binding), % at 10 µM. Guanine nucleotide-binding protein G(o) subunit alpha (Homo sapiens), P09471. actives lie on both sides. 0.34% of 220,000 active; in the data active = response below about 60% or above about 140%; inactive = in between;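 note: Galphao activated as the GDP aluminium fluoride complex binding bead-coupled RGS8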
ABCG2 block: ABCG2 efflux pump inhibitors, primary screen, multiplex with ABCB1, IgMXP3 cells, flow cytometry; Broad substrate specificity ATP-binding cassette transporter ABCG2 (Homo sapiens), Q9UNQ0; inhibition, % at 6.6 µM; JC-1 efflux; 0.1% of 190,000 active; AID 1325, 2008;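 active = inhibition above 80%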;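 note: 0% = DMSO and 100% = nicardipine control wells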
Target sequence (Q9UNQ0 whole entry, looked up): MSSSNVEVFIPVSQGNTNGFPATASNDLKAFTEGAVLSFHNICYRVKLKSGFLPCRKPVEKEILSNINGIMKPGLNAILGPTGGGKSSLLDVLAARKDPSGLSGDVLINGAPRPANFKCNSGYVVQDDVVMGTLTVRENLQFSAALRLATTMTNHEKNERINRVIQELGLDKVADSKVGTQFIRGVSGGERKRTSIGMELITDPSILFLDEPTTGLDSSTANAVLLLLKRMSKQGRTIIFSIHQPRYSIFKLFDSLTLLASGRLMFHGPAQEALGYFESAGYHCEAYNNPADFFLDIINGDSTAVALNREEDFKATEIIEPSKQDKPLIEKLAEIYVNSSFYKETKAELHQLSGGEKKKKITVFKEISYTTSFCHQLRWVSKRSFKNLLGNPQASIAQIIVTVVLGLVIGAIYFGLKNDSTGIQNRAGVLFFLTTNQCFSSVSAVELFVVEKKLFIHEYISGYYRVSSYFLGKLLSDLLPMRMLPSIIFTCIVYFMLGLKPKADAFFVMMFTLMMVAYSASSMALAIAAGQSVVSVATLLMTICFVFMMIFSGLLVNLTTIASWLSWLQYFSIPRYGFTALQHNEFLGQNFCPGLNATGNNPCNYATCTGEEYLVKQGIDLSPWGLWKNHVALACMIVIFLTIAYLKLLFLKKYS
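System: two drug-resistant human cell lines, ABCG2 and ABCB1; controls: nicardipine high and DMSO low controls; times: 10 min exposure at 25 °C with rotation, no wash; detection: flow cytometry of retained JC-1 fluorescence; read-out basis: percent efflux inhibition, scaled nicardipine 100% to DMSO 0%; doses: one concentration, 6.6 µM final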
Starred values were filed as active, the others as inactive; ? = inconclusive; . = not tested or not shown. Cut-off read from the data, not from the text of the source, unless noted: active = inhibition above about 40%. Outcome played no part in choosing rows; overall some 1.1% were active at least once.

SMILES	Bfl-1 Bim block	GSH bead fluor	Bim-Bcl-B	RGS4-Gao reg	ABCB1 block	Bim-Bcl-XL	Bcl-2 Bim block	RGS7-Gao reg	Bim-Bcl-W	RGS8-Gao reg	ABCG2 block
O=C(NC1CCCC1)C(c1ccncc1)N(CC1CCCO1)C(=O)Cn1nnc(-c2cccs2)n1 (stereo not drawn)	-10	36	-5	94	0.2	-4	-5	92	5	97	0
O=c1c2ccccc2nc(SCCN2CCCCC2)n1CCc1ccccc1	-4	14	-4	100	2.0	-3	-2	102	-4	98	19
CCn1c(=O)cc(SCC(=O)Nc2ccc(Cl)cc2)c2ccccc21	-5	14	-2	92	0.6	-5	-5	99	0	103	3
COc1coc(C(O)CN)cc1=O (stereo not drawn)	-2	33	-4	92	0.5	-4	-3	103	-5	95	0
O=C(c1ccc([N+](=O)[O-])s1)N1CCN(c2cccc(Cl)c2)CC1	-13	18	-13	98	0.6	-11	-5	99	-7	100	8
Cn1c(C(=O)NCC2CCCO2)cc2c(=O)n3ccccc3nc21 (stereo not drawn)	1	10	3	96	0.0	0	4	98	1	100	0
O=C1Nc2ccccc2C12OCC1(CO2)COC2(OC1)C(=O)Nc1ccccc12 (stereo not drawn)	-8	37	-11	105	-2.3	10	-7	105	-1	103	-3
CC(C)C(=O)NCCCc1ccccc1	-3	29	-5	104	1.0	-2	-1	101	-3	98	7
COCCNC(=S)NC1CC2CCCC(C1)N2Cc1ccco1 (stereo not drawn)	-1	24	0	83	0.4	-1	0	95	-1	94	1
Cc1ccc(-c2nn(Cc3ccccc3)cc2/C=C/C(=O)O)cc1	-18	33	-10	101	1.6	-9	-10	100	-2	102	45
O=C(Cc1cn2ccsc2n1)NCc1ccccc1	0	25	-1	103	0.1	-2	0	103	1	99	0
O=c1c(-c2ccccc2)c(O)nc(SCCN2CCOCC2)n1-c1ccccc1	0	11	-2	94	0.0	-4	0	92	-1	98	0
Nc1nc(-c2ccccc2)c(N=Nc2ccc(Cl)cc2)s1	11	11	-42	99	-1.0	-14	-4	104	-9	98	-4
CC(C)(C)C(=O)OCCn1c(=O)c2cc3c(=O)n(CCOC(=O)C(C)(C)C)c(=O)c3cc2c1=O	9	21	7	97	2.1	11	5	98	7	95	7
COc1ccc(-n2nc3c(c2NC(=O)c2ccc(S(=O)(=O)N4CCOCC4)cc2)CS(=O)(=O)C3)cc1	0	63	-2	104	0.1	-1	0	99	0	103	0
Cc1[nH]c2ccccc2c1Cc1nnc(SCCC#N)o1	.	28	.	104	1.4	.	?	104	.	105	8
Fc1ccc(CSc2ncnc3ccccc23)cc1	-2	18	-3	101	0.2	-1	-1	?	3	102	2
O=C1NC2c3ccccc3C(=O)N2c2c1cnn2-c1ccccc1 (stereo not drawn)	-16	20	-5	96	1.3	-2	-10	100	2	100	45
CC(=O)Nc1ccc(OCC(O)Cn2cnc3ccccc32)cc1 (stereo not drawn)	-1	21	-1	99	0.9	-2	-5	102	-1	112	3
CN1CCN(NC(=O)C2CC2)CC1	-15	13	-1	99	0.7	3	-5	101	0	98	3

As a short view, part of the list above:
SMILES	Bfl-1 Bim block	GSH bead fluor	Bim-Bcl-B	RGS4-Gao reg	ABCB1 block	Bim-Bcl-XL	Bcl-2 Bim block	RGS7-Gao reg	Bim-Bcl-W	RGS8-Gao reg	ABCG2 block
CCn1c(=O)cc(SCC(=O)Nc2ccc(Cl)cc2)c2ccccc21	-5	14	-2	92	0.6	-5	-5	99	0	103	3
COc1coc(C(O)CN)cc1=O (stereo not drawn)	-2	33	-4	92	0.5	-4	-3	103	-5	95	0

Taken from above:
Entry for `CC(C)(C)C(=O)OCCn1c(=O)c2cc3c(=O)n(CCOC(=O)C(C)(C)C)c(=O)c3cc2c1=O` under ABCG2 block: 7
Entry for `O=c1c2ccccc2nc(SCCN2CCCCC2)n1CCc1ccccc1` under Bim-Bcl-W: -4

Additional records.
SMILES	Bfl-1 Bim block	GSH bead fluor	Bim-Bcl-B	RGS4-Gao reg	ABCB1 block	Bim-Bcl-XL	Bcl-2 Bim block	RGS7-Gao reg	Bim-Bcl-W	RGS8-Gao reg	ABCG2 block
COC(=O)C1C/C(=N\NS(=O)(=O)c2ccc(C)cc2)c2sccc2C1 (stereo not drawn)	0	11	-7	103	0.4	-7	-4	101	-3	101	5
CCN(CC)CCOc1c(Br)ccc2c1sc1nc3n(c(=O)c12)CCC3	-4	26	-4	100	0.6	-2	-2	98	0	99	0
COc1ccc(C(NC(=O)C2CCCCC2)c2c(O)ccc3ccccc23)cc1 (stereo not drawn)	3	6	-2	106	0.5	-1	0	99	0	103	1
O=S(=O)(c1ccc(F)cc1)c1nc(-c2ccco2)oc1Nc1ccccc1	0	7	-5	96	0.9	-2	0	97	0	84	4
O=C(c1cccc([N+](=O)[O-])c1)c1ccc2c(c1)C(=O)NC2=O	-4	17	-2	100	1.1	-2	-1	97	0	99	9
CC(C)(C)OC(=O)NC(CCCCNC=O)C(=O)O (stereo not drawn)	-13	28	-5	100	0.4	1	-6	99	0	102	0
O=C(CCC1CCCN(C(=O)c2ccc3cc[nH]c3c2)C1)N1CCN(c2ccccn2)CC1 (stereo not drawn)	-5	23	-1	101	0.9	-2	-3	99	-2	101	8
Cc1ccc2c(c1)cc(CN(C(=O)N1CCOCC1)C1CCCC1)c1nnnn12	-3	20	-7	107	3.2	-2	-4	106	-1	104	7
COc1ccc(OC)c(S(=O)(=O)Nc2ccccc2C(F)(F)F)c1	3	13	-2	98	0.2	-1	0	98	6	98	1
N#Cc1c(-c2ccc3c(c2)OCO3)csc1N	-6	31	-7	51	-0.4	-4	-8	78	-7	76	-1
COc1ccc(-c2csc(NC(=O)CSc3nnc(Nc4ccccc4C)s3)n2)cc1	13	8	14	105	-2.4	10	11	100	12	99	-9
CCc1cccc(CC)c1NC(=O)COC(=O)c1cccc(S(=O)(=O)N2CCc3ccccc3C2)c1	-5	17	-9	101	0.9	-16	-5	98	-14	101	-2
COC(=O)c1cc(=O)[nH]c(SCc2cccc(C)c2)n1	-1	14	-8	111	1.0	-7	-2	104	-1	109	14
CCOc1ccc(S(=O)(=O)Nc2ccc(F)cc2)c(C)c1C	-16	37	-9	102	0.2	-9	-12	101	0	104	11
CCC1CCCCN1CCNC(=O)c1[nH]c(C)c(C(C)=O)c1C (stereo not drawn)	-1	16	-1	109	0.1	0	-1	111	0	109	1
COC(=O)c1ccc2c(=O)n(CCN3CCOCC3)c(=S)[nH]c2c1	-6	39	-4	120	-0.1	-2	-5	115	-4	130	1
CCOc1ccccc1C(=O)N/N=C/c1c[nH]c2ccccc12	-2	20	-2	99	0.9	-1	1	99	4	107	4
O=C(Oc1cccc2cccnc12)c1ccc2c(c1)OCCO2	-12	12	-7	100	0.7	-2	-13	101	0	102	-1
O=C(NCc1cccnc1)C(=O)NCC(c1ccco1)N1CCN(c2ccccc2F)CC1 (stereo not drawn)	-2	6	-5	102	1.6	-6	-2	102	-1	100	1
Cc1onc(-c2c(F)cccc2Cl)c1C(=O)N1CCc2ccccc21	0	17	0	105	0.4	-11	2	101	-5	98	0
O=C(COc1ccccc1)NCCSCc1ccccc1Cl	0	11	-2	103	1.0	-2	-4	104	-4	103	11
CCn1c(SCC(=O)NCC2CCCO2)nc2cc(S(=O)(=O)N3CCCCC3)ccc21 (stereo not drawn)	-2	15	-6	57	0.6	0	-1	62	0	77	4
CC(=O)N(/N=C1\Sc2ccccc2C1=O)c1ccccc1	-19	36	-12	101	0.8	-6	-9	98	-2	102	14
O=C(CNc1cccc2ccccc12)N/N=C/c1ccc(OC(=O)/C=C/c2ccco2)cc1	0	20	-3	95	-0.2	0	-3	98	-2	102	-1
CCOC(=O)Cc1csc(NC(=O)Nc2ccccc2)n1	0	13	-3	102	0.5	-4	3	102	-2	104	10
CCC(=O)N1CCc2cc(S(=O)(=O)NCCN3CCC(C)CC3)ccc21	1	16	0	102	0.2	-1	0	100	0	102	1
O=C(Nc1ncc(Cc2ccc(SC(F)F)cc2)s1)c1ccc(OC(F)F)cc1	0	13	-7	102	-0.1	-6	-6	102	-6	103	-3
Cc1ccccc1OCC(=O)Nc1cc(Cl)ccc1Oc1ccccc1	6	10	5	97	-0.3	-3	7	103	0	100	8
Nc1nncn1C(=O)c1ccc(Cl)cc1Cl	-5	16	-4	98	0.2	-3	-5	105	0	103	0
Cc1ccc(S(=O)(=O)n2c3ccc(F)cc3c3nc(C)sc32)cc1	-3	17	-40	101	2.0	-23	-13	103	-23	100	1
COc1cccc2sc(N(CCCN(C)C)C(=O)C(c3ccccc3)c3ccccc3)nc12	-5	16	-7	111	1.5	-4	-1	108	0	106	1
COc1ccc(C(CC(=O)Nc2ccccc2OC)n2cccc2)cc1 (stereo not drawn)	0	4	-7	93	1.0	-5	-5	88	-3	75	13
CC1C(=O)CC(c2ccco2)NC1c1ccco1 (stereo not drawn)	-1	13	-5	101	0.5	-3	-2	102	-1	101	2
C=CCn1c(SCC(=O)OC)nc2sc3c(c2c1=O)CCN(C)C3	0	47	13	99	0.4	1	0	96	4	100	4
COc1ccc(-c2nnc(SCC(=O)Nc3ccc4c(c3)OCCO4)n2N)cc1OC	-13	48	-5	102	0.3	-4	-12	106	0	105	1
COc1ccc(CCNC(=O)CN2CCN(Cc3ccc(F)cc3)C2=O)cc1OC	-8	20	-4	97	0.7	0	-3	101	3	101	4
COc1cc(/C=N\Nc2ccc([N+](=O)[O-])cn2)ccc1OCC(=O)O	-2	19	-2	101	2.1	2	1	99	3	100	10
Cc1ccccc1-c1nc(CN2CCC(C(=O)NCc3cccnc3)CC2)c(C)o1	-4	26	0	96	0.7	-4	-4	96	-3	100	0
COc1cc(C2/C(=C(/O)c3ccccc3)C(=O)C(=O)N2c2ccccn2)ccc1O (stereo not drawn)	-7	21	0	97	0.2	-3	-3	93	0	98	0
CCOC(=O)C1CCCN(C(=S)Nc2ccc(OC)cc2)C1 (stereo not drawn)	0	12	0	103	-0.2	-2	1	107	1	104	0
CCn1c(N)c(C(=O)NCC2CCCO2)sc1=S (stereo not drawn)	25	6	-36	98	-0.2	-14	-5	115	-4	86	0
Cc1cccc(C2Nc3ccccc3C(=O)N2NC(=O)c2ccc([N+](=O)[O-])cc2)n1 (stereo not drawn)	-5	22	-11	98	6.1	-11	-12	103	-9	94	11
O=C(COc1ccc(F)cc1)N1c2ccccc2CCc2ccccc21	-2	10	-9	98	0.6	-7	-9	101	-5	102	55
